SIAE inh: human SIAE inhibition, primary screen | inhibition, % at 9.66 µM | actives 0.69% (n = 370,000) | AID 1053197 | Q9HAT2 | SIAE FP-Rh probe binding, fluorescence polarization;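 active = inhibition above a cutoff: mean of compounds within the control limits plus 3 SD of those, cut at about 17% in these data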;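 note: 0% = plate median of compound wells and 100% = probe without SIAE protein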
PRMT1 FP inh: inhibitors of human PRMT1. recombinant PRMT1, activity-based probe fluorescence polarization. AID 652257. actives 1.3% (n = 370,000). Q99873. inhibition, % at 2.79 µM;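 active = inhibition above about 21% made by adding two undisclosed values, limit read from the data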
TCR CD3 inh: inhibitors of human TCR-CD3 interaction; TAMRA-labeled TCR probe fluorescence, biochemical; inhibition, % at 9.4 µM; actives 0.37% (n = 360,000); AID 651800; in the data active = inhibition above about 19%;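 note: recombinant mutant TCR 2C K166C tagged with TAMRA read by polarization; 0% = receptor in buffer alone and 100% = receptor with positive control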
ABHD4 inh: ABHD4 (mouse) inhibition, primary FP screen. Q8VD66. purified mABHD4, FP-Rh probe fluorescence polarization. inhibition, % at 8.92 µM. actives 0.54% (n = 370,000). AID 720543;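 active = inhibition exceeding the mean over every tested compound plus 3 SD, cut at about 30% in these data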;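 note: 0% = plate median of compound wells and 100% = S159A mutant with DMSO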
Target sequence (Q8VD66 whole entry, looked up): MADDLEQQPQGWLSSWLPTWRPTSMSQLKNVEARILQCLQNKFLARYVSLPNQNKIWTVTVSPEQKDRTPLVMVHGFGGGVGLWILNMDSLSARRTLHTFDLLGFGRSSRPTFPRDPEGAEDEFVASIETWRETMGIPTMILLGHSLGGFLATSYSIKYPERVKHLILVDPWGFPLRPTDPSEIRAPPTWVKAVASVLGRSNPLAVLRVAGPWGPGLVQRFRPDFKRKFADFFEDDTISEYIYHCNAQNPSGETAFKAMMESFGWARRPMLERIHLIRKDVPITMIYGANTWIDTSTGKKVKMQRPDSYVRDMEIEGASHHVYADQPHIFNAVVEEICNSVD
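System: mouse ABHD4 enzyme, wild type / Medium: HEPES pH 7.0, NaCl, Pluronic buffer / Reagent: FP-Rh activity-based fluorescent probe / Control set: S159A mutant high control, sample median low control / Detection: fluorescence polarization with parallel and perpendicular emission, 525/598 nm / Schedule: 45 min + 60 min at 25 °C / Compound dosing: 8.92 µM, single dose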
DDE Tn7 FP inh: DD(E)-Tn7 binding inhibition, primary FP screen | FP displacement of FITC-Tn7 peptide from fibrin DD(E); 0% = median of compound wells per plate | actives 0.13% (n = 370,000) | inhibition, % at 8.3 µM | P02675;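 active = inhibition above the mean of compounds falling within the control limits plus 3 SD of them, cut at about 14% in these data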;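 note: 0% = plate median of compound wells and 100% = 10 µM Aha-Tn7 peptide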
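Assay system: human fibrin DD(E). Input: DD(E) 2 µM final. Medium: Tris buffer with calcium and detergent, pH 7.8. Compound dosing: single point at 8.3 µM. Timing: 10 min plus 3 h, room temperature. Technique: fluorescence polarization of the labelled Tn7 tracer. Read-out: percent inhibition. Replicates: singlicate testing.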
LEDGF integ inh: blocks HIV-1 LEDGF/p75-dependent DNA integration | actives 0.64% (n = 370,000) | inhibition, % at 3.7 µM | TR-FRET IN-LEDGF/p75 DNA integration, Eu/Cy5;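 active = inhibition above the screen-wide mean plus 3 SD, cut at about 13% in these data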;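 note: signal is the Cy5 over europium emission ratio at 671 and 618 nm; 0% = plate median of compound wells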
HTRA1 inh: inhibitors of human serine peptidase HTRA1; inhibition, % at 5.96 µM; AID 504803; actives 0.5% (n = 340,000); recombinant HTRA1, FP-rhodamine activity-based probe, fluorescence polarization; in the data active = inhibition above about 36%;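 note: 0% = enzyme with DMSO and 100% = wells lacking enzyme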
UHRF1 MBD2 ctr: human UHRF1 methylated DNA binding inhibitors; inhibition, % at 4.4 µM; actives 0.75% (n = 370,000); AID 687016; UHRF1 binding to methylated oligo, TR-FRET; Q96T88; in the data active = inhibition above about 21%;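 note: UHRF1 SRA domain binding a hemimethylated CpG hairpin DNA probe; 0% = median of test compound wells and 100% = reference inhibitor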
Target sequence (Q96T88 whole entry, looked up, the tested form may be a part): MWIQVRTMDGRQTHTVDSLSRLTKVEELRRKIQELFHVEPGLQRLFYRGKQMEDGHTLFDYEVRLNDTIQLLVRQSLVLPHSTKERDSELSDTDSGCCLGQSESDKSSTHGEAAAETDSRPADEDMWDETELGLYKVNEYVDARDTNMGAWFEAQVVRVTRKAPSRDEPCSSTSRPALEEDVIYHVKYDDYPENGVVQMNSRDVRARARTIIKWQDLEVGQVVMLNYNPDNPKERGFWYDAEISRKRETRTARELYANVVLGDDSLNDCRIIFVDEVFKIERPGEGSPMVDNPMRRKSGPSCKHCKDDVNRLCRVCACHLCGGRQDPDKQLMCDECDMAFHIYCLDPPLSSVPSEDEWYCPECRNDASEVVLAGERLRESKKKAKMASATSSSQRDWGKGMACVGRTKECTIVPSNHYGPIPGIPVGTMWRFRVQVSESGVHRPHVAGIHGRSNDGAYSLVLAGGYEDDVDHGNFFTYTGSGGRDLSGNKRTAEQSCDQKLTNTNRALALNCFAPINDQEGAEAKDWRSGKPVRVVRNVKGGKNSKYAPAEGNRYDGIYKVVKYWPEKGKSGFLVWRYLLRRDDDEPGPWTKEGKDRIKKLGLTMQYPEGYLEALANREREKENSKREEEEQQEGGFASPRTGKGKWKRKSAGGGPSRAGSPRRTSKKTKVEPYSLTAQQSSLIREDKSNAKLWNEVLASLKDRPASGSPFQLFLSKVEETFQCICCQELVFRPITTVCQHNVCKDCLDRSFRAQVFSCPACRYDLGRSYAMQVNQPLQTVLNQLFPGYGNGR
TDP2 absorb: blocks human TDP2 phosphodiesterase activity; O95551; recombinant TDP2, T5PNP hydrolysis, p-nitrophenol absorbance 415 nm; inhibition, % at 12.8 µM; actives 0.34% (n = 370,000); AID 720702;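 active = inhibition above the mean of all tested compounds plus 3 SD, set per campaign, cut at about 25% in these data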;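 note: 0% = DMSO with enzyme and 100% = buffer with substrate but no TDP2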
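System: recombinant human TDP2 / Amount: 120 nM TDP2 per well / Also added: 5 mM T5PNP chromogenic substrate / Doses: 12.8 µM single point, 1% DMSO / Incubation: 2 h at 37 °C / Detection: p-Nitrophenol epi absorbance / Evaluation: % inhibition relative to enzyme-containing and enzyme-free wells / Repeats: singlicate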
PG9 Ab binder: small molecules binding HIV-1 gp120 antibody PG9; TR-FRET gp120-PG9 antibody binding; inhibition, % at 6.7 µM; actives 0.43% (n = 360,000); AID 624416; in the data active = inhibition above about 8.5%
An asterisk follows results filed as active; · = not tested or not shown. Rows are unselected. About 4.2% of those tested had a hit in this group.

SMILES	SIAE inh	PRMT1 FP inh	TCR CD3 inh	ABHD4 inh	DDE Tn7 FP inh	LEDGF integ inh	HTRA1 inh	UHRF1 MBD2 ctr	TDP2 absorb	PG9 Ab binder
CC1Cc2cc(S(=O)(=O)N3CCC(C(=O)N(C)Cc4ccccc4)CC3)ccc2N1C(=O)C1CC1 (centres undefined)	-0.4	-2.5	2.5	1.3	0.8	3.9	-7.5	-3.4	9.1	1.5
O=C(Nc1nc2ccccc2s1)c1ccccc1[N+](=O)[O-]	0.3	1.3	0.2	2.1	0.3	6.5	1.6	1.6	3.7	6.6
Cc1nc2ccccc2c(=O)n1NC(=O)c1ccccc1F	4.5	-4.0	5.1	0.4	-5.5	-0.4	-4.8	-0.5	11.3	-1.1
CC(C)Cn1c(C(C)NC(=O)Cc2ccccc2)nc2ccccc21 (centres undefined)	-0.1	-4.2	-1.5	-0.2	-4.4	0.4	-4.9	-3.0	-2.1	0.8
Cc1cc(C(=O)NN)c(Cl)cc1Cl	-0.5	-0.5	8.6	-0.9	-2.0	4.5	-14.4	0.4	-0.9	-1.0
NC(=O)c1cc(S(=O)(=O)N2CCCC2)ccc1OCCOc1ccccc1F	21.3*	0.7	2.4	8.2	4.3	2.3	-3.2	-1.8	13.7	-1.4
Cc1c(C(=O)N2CCCCC2)sc(NC(=O)c2ccco2)c1C#N	-4.2	0.8	-4.4	0.9	-7.6	-3.4	2.7	0.5	0.3	-1.4
Cc1cc(=O)oc2cc(OCC(=O)N3CCC(O)CC3)c(Cl)cc12	0.0	-1.8	8.3	-1.2	-2.9	0.5	3.1	0.5	2.1	-1.5
Cc1ccc(Cn2c(N3CCNCC3)nc3c2c(=O)[nH]c(=O)n3C)cc1	-1.7	2.9	-6.5	1.4	3.4	-6.6	-0.4	2.3	-8.1	-0.8
CCOc1ccccc1NC(=O)C(=O)CC(=O)c1ccc(OC)cc1	3.0	5.0	-8.6	0.0	0.1	-6.9	8.6	-0.7	-12.9	-0.7
CC(NC(=O)COC(=O)Cc1cccs1)c1ccc(F)cc1 (centres undefined)	-3.5	-1.9	-7.8	-4.7	-6.4	5.6	4.6	4.7	-7.4	-0.5
C/C(=N\NC(=S)NCc1ccccc1)c1cccc(Br)c1	9.6	-2.1	3.8	-27.6	1.7	2.6	-45.0	-1.6	-19.0	-1.3
Cc1cc(C)cc(NS(=O)(=O)c2c(C(=O)N3CCOCC3)c(C)n(C)c2C)c1	-0.6	-5.3	1.7	-2.5	-5.3	-2.3	-1.8	-0.1	-23.4	-0.5
CCOc1ccc(N2CC(C(=O)N3CC(C)OC(C)C3)CC2=O)cc1 (centres undefined)	8.4	0.5	1.4	7.1	5.2	2.0	-2.0	0.8	-4.3	0.4
COc1ccc(NC(=O)COC(=O)c2cc(OC)c(OC)cc2NC(=O)c2ccco2)cc1OC	1.2	-1.2	-5.5	3.6	-1.4	-1.3	4.5	0.1	4.5	-0.2
Cc1noc(C)c1S(=O)(=O)N1CCCC(C(=O)c2cccc(OC(C)C)c2)C1 (centres undefined)	5.9	0.0	-0.7	-1.4	4.4	2.1	4.1	-1.0	2.4	-0.2
CCOC(=O)[C@H]1[C@H]2COc3ccc(Br)cc3[C@@H]2N2C(=O)c3ccc(Cl)cc3NC(=O)[C@@]12C	-1.3	2.3	-5.7	-6.2	4.1	0.5	3.6	-0.4	-5.0	0.1
Cn1c(SCCN2CCCCC2)nnc1-c1ccccc1Br	0.8	-1.2	2.8	7.1	-5.0	-0.3	2.8	0.9	-0.9	0.2
CN(C(=O)COC(=O)Cc1ccc(Br)cc1)c1c(N)n(Cc2ccccc2)c(=O)[nH]c1=O	-3.0	4.8	3.6	-9.5	-0.1	6.2	1.3	3.2	-7.6	3.8
O=C(CSc1nnc(-c2ccncc2)n1Cc1ccccc1)NC1CCCCC1	1.4	0.8	4.9	0.4	-0.1	-0.1	-2.4	-2.3	16.3	-2.2
COc1cccc(N2CCN(C(=O)CCC(=O)c3ccc(Cl)s3)CC2)c1	8.7	-2.0	-8.0	8.4	-2.5	-2.0	-3.4	3.9	-2.2	-0.2
N#C/C(=C(/O)COC(=O)CSc1ccc(Cl)cc1)c1nc2ccccc2[nH]1	-0.1	1.8	0.5	4.4	-7.8	2.6	-7.0	-7.2	-3.7	-0.7
O=C(COc1ccccc1[N+](=O)[O-])Nc1cccc(S(=O)(=O)N2CCCC2)c1	-15.4	1.6	4.5	-7.6	1.1	-1.5	-4.2	-1.9	0.4	0.2
Clc1cccc(-c2nc(-c3ccccn3)no2)c1	-4.7	-1.5	3.2	-1.3	-3.5	-0.9	-6.0	-2.3	-16.9	-0.4
COC(=O)c1ccc2c(=O)[nH]c(COC(=O)c3c(-c4ccccc4)noc3C)nc2c1	-6.4	-11.3	0.7	4.5	-5.8	1.9	-2.5	-2.4	-0.1	-0.4
Cc1ccccc1SC1CCN(Cc2nc(C3CC3)no2)CC1	1.7	-3.5	5.9	0.7	6.0	0.9	-4.1	0.4	1.6	-0.3
CC(=O)NC12CC3CC(C1)CC(C(=O)N1CCN(S(=O)(=O)c4cccc(C(F)(F)F)c4)CC1)(C3)C2	8.4	3.8	3.2	-0.4	-4.0	0.8	6.1	-0.9	-3.2	0.0
O=C(NCCS(=O)(=O)NC1CCCCC1)c1ccccc1	5.8	0.0	5.0	6.7	2.1	1.2	3.0	0.8	-2.0	-0.6
C=CCNC(=O)/C(=C/c1ccco1)NC(=O)c1ccc(Br)o1	-6.2	8.5	-2.5	7.8	-9.4	1.0	-0.8	-2.4	-1.7	-0.4
Nc1nonc1N/N=C\c1ccccc1	-3.1	2.2	-8.3	5.9	11.7	-6.6	-0.7	-2.3	-12.3	-3.3
COc1ccc(NC(C)C(=O)Nc2ccc(C(C)(C)C)cc2)cc1Cl (centres undefined)	-1.1	1.2	7.0	-2.7	-0.2	-4.5	-3.4	0.4	-12.5	-0.3
COc1ccc(C(=O)C2CCN(CC(=O)Nc3ccc(OC)cc3OC)CC2)cc1	2.4	2.3	-6.4	-2.6	-2.6	0.8	-10.7	-0.6	21.7	-0.8
CCCCNC(=O)C[C@@H]1C[C@@]2(C(=O)OCC)CCCC=C2N(Cc2ccc3c(c2)OCO3)C1=O	-4.4	-1.0	1.6	1.2	-10.9	-0.8	·	10.3	-6.9	1.1
O=C(NC(NC(=S)Nc1c(Cl)cccc1Cl)C(Cl)(Cl)Cl)c1cccc([N+](=O)[O-])c1 (centres undefined)	-173.8	5.7	8.8	-5.3	-1.1	0.6	-68.1	-0.2	-0.5	1.5
O=C(NCc1nc2ccccc2[nH]1)C1=C[C@H](c2ccc3c(c2)OCO3)C[C@H](OCc2ccc(CO)cc2)O1	-16.8	0.0	3.5	-4.8	-0.1	-2.0	-28.8	-3.7	-12.8	0.0
Cc1ccc(OCC(=O)Nc2ccccc2Sc2ccccc2)c([N+](=O)[O-])n1	-2.7	-0.6	6.1	-2.2	5.8	-5.4	-16.1	-0.9	-3.2	-1.6
COCCNC(=O)C(c1ccc(C)cc1)N(C(=O)CCC(=O)Nc1ccccn1)c1cccc(C)c1 (centres undefined)	-3.2	-0.1	1.8	1.8	-4.4	-0.3	-3.8	-1.4	-13.0	-1.3
CCN(CC)CCn1c(N)c(S(=O)(=O)c2ccccc2)c2nc3ccccc3nc21	0.3	-2.0	8.1	6.9	-5.7	2.8	-9.9	0.9	-5.9	-1.2
Cc1ccc(-c2[nH]c(=S)[nH]c(=O)c2C#N)cc1	0.7	-0.1	8.8	2.4	-0.6	-0.6	-1.5	-0.3	1.1	-0.3
CSc1cccc(NC(=O)C2CCN(S(=O)(=O)c3ccc(F)cc3)CC2)c1	-2.8	-1.0	-1.1	-10.1	-1.4	1.6	-25.2	-2.4	-3.3	0.3
CC(=O)N1CCc2c(sc(NC(=O)CS(=O)(=O)c3ccc(F)cc3)c2C#N)C1	-1.4	-2.2	-3.1	-0.7	-11.4	-0.2	2.4	2.3	-13.1	-2.1
CCOc1ccc(S(=O)(=O)NCc2ccncc2)cc1NC(=O)c1ccccc1F	-3.0	-1.6	-11.1	-6.3	-1.3	0.7	-2.1	0.5	-23.8	1.2
O=C(CC1OC(=O)c2ccccc21)c1ccco1 (centres undefined)	0.1	0.0	11.0	6.3	-2.5	-2.0	-2.6	1.2	6.7	-0.8
O=C(NCc1ccccc1)C1(C(F)(F)F)C/C(=C\CCO)CCCO1 (centres undefined)	0.9	1.5	-3.4	2.3	6.3	1.4	-2.3	0.3	-0.3	-0.1
C[C@H](O)CNC(=O)c1[nH]cnc1C(=O)Nc1cccc(Cl)c1	-14.8	0.6	1.3	-10.6	-1.1	-5.5	-7.4	-0.7	-1.3	2.0

Compounds listed so far that contain two or more sulfur atoms, in the order listed:
SMILES	SIAE inh	PRMT1 FP inh	TCR CD3 inh	ABHD4 inh	DDE Tn7 FP inh	LEDGF integ inh	HTRA1 inh	UHRF1 MBD2 ctr	TDP2 absorb	PG9 Ab binder
CSc1cccc(NC(=O)C2CCN(S(=O)(=O)c3ccc(F)cc3)CC2)c1	-2.8	-1.0	-1.1	-10.1	-1.4	1.6	-25.2	-2.4	-3.3	0.3
CC(=O)N1CCc2c(sc(NC(=O)CS(=O)(=O)c3ccc(F)cc3)c2C#N)C1	-1.4	-2.2	-3.1	-0.7	-11.4	-0.2	2.4	2.3	-13.1	-2.1

The list goes on:
SMILES	SIAE inh	PRMT1 FP inh	TCR CD3 inh	ABHD4 inh	DDE Tn7 FP inh	LEDGF integ inh	HTRA1 inh	UHRF1 MBD2 ctr	TDP2 absorb	PG9 Ab binder
Cc1occc1-c1nnc(SCCNCCO)o1	-5.9	7.1	-10.7	-6.0	6.0	-0.5	5.9	6.5	-1.2	0.6
CCN(CC(=O)Nc1c(F)cccc1F)C(=O)c1cn2ccccc2n1	8.1	-3.5	-5.1	-2.5	-1.9	1.9	3.2	-3.6	7.0	-1.5
COc1ccccc1NC(=O)c1ccc2c(c1)N(CC(=O)NC(C)C)C(=O)C(C)(C)O2	1.4	1.6	-5.1	2.8	2.8	-4.7	-0.4	1.6	-2.8	-0.7
Cc1ccc(-n2c(N)c(C#N)c(-c3ccccc3)c(C#N)c2=O)cc1	-3.3	3.6	-10.7	-16.6	1.5	1.2	3.0	6.2	-5.2	2.3
CCOc1ccc(-c2nc(N)ncc2-c2ccccc2)c(O)c1	-67.2	5.5	-5.2	-6.7	4.9	-0.2	-13.2	-1.2	-6.3	2.0
CCn1c(COc2ccccc2)nnc1SCC(=O)CC(=O)Nc1ccccc1OC	1.6	0.4	-0.1	-6.8	0.9	1.4	-17.2	0.7	3.4	-1.6
COc1ccc(OC)c(NC(=O)CN2C(=O)NC3(CCCc4ccccc43)C2=O)c1 (centres undefined)	1.5	-1.1	-0.5	1.1	-3.1	4.7	0.8	0.8	-0.5	-1.9
